TDP2 inh: blocks human TDP2 phosphodiesterase activity. inhibition, % at 12.8 µM. 370,000 compounds, 0.34% hits. recombinant TDP2, T5PNP hydrolysis, p-nitrophenol absorbance 415 nm. AID 720702;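 active means inhibition above the mean of all tested compounds plus 3 SD, set per campaign, cut at about 25% in these data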;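 further: 0% = DMSO with enzyme and 100% = buffer with substrate but no TDP2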
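Incubation: 2 h at 37 °C; Test system: recombinant human TDP2; Quantity: enzyme 120 nM; Read-out basis: percent inhibition; Medium: 50 mM Tris-HCl pH 7.5 with Mg2+, KCl, DTT, BSA; Repeats: single replicate; Compound: 12.8 µM single point, 1% DMSO; Signal: epi absorbance; Reagent: 5 mM T5PNP chromogenic substrate; Benchmarks: no-enzyme high, DMSO-plus-enzyme low.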
PLCg1 inh: PLC-gamma1 (human) inhibition, primary screen. inhibition, % at 12.2 µM. P19174. AID 720700. 370,000 compounds, 0.84% hits. purified PLC-gamma1, fluorogenic substrate, fluorescence; in the data active means inhibition above about 9.5%
ADAM10 inh: ADAM10 inhibition, QFRET primary screen; 370,000 compounds, 0.62% hits; AID 720582; inhibition, % at 7 µM; O14672; recombinant ADAM10, EDANS/DABCYL FRET peptide cleavage, 3 h;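 active means inhibition above a per-campaign cutoff equal to the mean of compounds falling between control-based bounds plus 3 SD, cut at about 20% in these data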;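 further: 0% = DMSO wells while the 100% control is not disclosed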
ARFGAP1 inhibitor: inhibitors of rat ARFGAP1. inhibition, % at 16.5 µM. Arfgap1-stimulated ARF1 GTP hydrolysis, GDP FP detection. 360,000 compounds, 0.26% hits. Q62848;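 active means inhibition above a per-plate limit, mean inhibition of low control wells plus 3 SD, cut at about 25% in these data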;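 further: 0% = DMSO wells with enzyme and 100% = wells lacking Arfgap1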
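System: truncated rat Arfgap1 GAP domain / Medium: HEPES-based buffer, pH 7.5 / Also added: N-terminally truncated human ARF1-GTP substrate / Incubation: enzyme reaction 120 min at 25 °C after 20 min preincubation / Measured by: FP of antibody-bound GDP Alexa 633 tracer, ex 620/em 688 nm / Replicates: singlicate, each compound tested once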
Tn6 DDE FP: disrupts Tn6 cyclic peptide binding to fibrin D-Dimer-E complex | 370,000 compounds, 0.21% hits | P02675 | inhibition, % at 8.3 µM | Fibrin DD(E) TRITC-Tn6 fluorescence polarization displacement;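 active means inhibition above a per-campaign cutoff: mean of compounds within control limits plus 3 SD, cut at about 15% in these data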;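 further: 0% = median of all compound wells on the plate and 100% = blocking peptide control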
LEDGF integ inh: blocks HIV-1 LEDGF/p75-dependent DNA integration; TR-FRET IN-LEDGF/p75 DNA integration, Eu/Cy5; inhibition, % at 3.7 µM; 370,000 compounds, 0.64% hits;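 active means inhibition above the screen-wide mean plus 3 SD, cut at about 13% in these data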;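 further: signal is the Cy5 over europium emission ratio at 671 and 618 nm; 0% = plate median of compound wells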
ASAP1 GAP inh: blocks human ASAP1-stimulated Arf1 GTP hydrolysis. Q9ULH1. GDP FP detection. inhibition, % at 16.5 µM. 360,000 compounds, 0.19% hits. AID 624377; in the data active means inhibition above about 25%;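 further: 0% = vehicle with enzyme and substrate and 100% = no enzyme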
Target sequence (Q9ULH1 325-724 limits assumed): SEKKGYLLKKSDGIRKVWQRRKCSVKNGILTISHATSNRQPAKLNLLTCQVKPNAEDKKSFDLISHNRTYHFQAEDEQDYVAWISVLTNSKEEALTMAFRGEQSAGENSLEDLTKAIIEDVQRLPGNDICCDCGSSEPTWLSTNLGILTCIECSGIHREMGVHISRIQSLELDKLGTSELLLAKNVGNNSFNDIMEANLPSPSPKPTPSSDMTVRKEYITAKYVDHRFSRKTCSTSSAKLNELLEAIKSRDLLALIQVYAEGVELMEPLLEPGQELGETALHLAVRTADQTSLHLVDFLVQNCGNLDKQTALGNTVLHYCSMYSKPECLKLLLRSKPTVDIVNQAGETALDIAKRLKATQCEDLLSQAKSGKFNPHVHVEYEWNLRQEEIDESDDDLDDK
KLK7 zymogen act: proKLK7 (human) activation, primary screen; purified proKLK7, EDANS-DABCYL substrate fluorescence; 100% is mature enzyme control, 0% vehicle; P49862; 370,000 compounds, 0.9% hits; activation, % at 7 µM;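 active means activation above the mean of all tested compounds plus 3 SD, computed per campaign excluding outliers beyond control limits, cut at about 13% in these data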
DDE Tn7 FP inh: disrupts Tn7 cyclic peptide binding to fibrin D-Dimer-E complex | P02675 | FP displacement of FITC-Tn7 peptide from fibrin DD(E); 0% = median of compound wells per plate | inhibition, % at 8.3 µM | 370,000 compounds, 0.13% hits;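 active means inhibition above the mean of compounds falling within the control limits plus 3 SD of them, cut at about 14% in these data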;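 further: 0% = plate median of compound wells and 100% = 10 µM Aha-Tn7 peptide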
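Also added: labelled Tn7 tracer, 0.1 µM; Assay system: human fibrin DD(E) protein; Amount: 2 µM fibrin DD(E); Schedule: 10 min compound pre-incubation, 3 h probe incubation at room temperature; Repeats: one replicate per compound; Read-out basis: percent inhibition; Measured by: fluorescence polarization of the labelled Tn7 tracer.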
ADAM17 inh: inhibits human ADAM17; P78536; recombinant ADAM17, EDANS/DABCYL FRET peptide cleavage; inhibition, % at 6.95 µM; 370,000 compounds, 0.83% hits; AID 720648;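 active means inhibition above the mean of compounds lying between control limits plus 3 SD, set per campaign, cut at about 8.5% in these data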;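 further: 0% = DMSO-only wells as the low control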
Target sequence (P78536 215-824 limits assumed): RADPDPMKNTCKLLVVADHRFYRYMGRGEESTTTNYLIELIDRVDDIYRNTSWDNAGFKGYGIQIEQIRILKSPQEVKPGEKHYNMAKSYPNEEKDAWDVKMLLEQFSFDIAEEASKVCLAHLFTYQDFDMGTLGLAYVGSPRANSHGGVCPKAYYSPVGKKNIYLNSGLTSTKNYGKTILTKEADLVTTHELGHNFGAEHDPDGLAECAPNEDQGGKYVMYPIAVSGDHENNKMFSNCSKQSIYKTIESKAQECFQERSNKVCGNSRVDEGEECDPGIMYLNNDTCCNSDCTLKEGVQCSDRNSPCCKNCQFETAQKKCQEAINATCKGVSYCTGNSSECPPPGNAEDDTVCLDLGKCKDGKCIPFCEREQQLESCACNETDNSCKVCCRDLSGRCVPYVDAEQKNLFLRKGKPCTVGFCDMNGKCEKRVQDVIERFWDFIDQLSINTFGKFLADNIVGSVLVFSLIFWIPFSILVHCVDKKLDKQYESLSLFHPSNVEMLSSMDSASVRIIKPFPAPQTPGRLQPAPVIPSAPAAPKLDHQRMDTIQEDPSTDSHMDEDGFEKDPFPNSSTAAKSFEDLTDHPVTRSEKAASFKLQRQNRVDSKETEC
Starred values were filed as active, the others as inactive; i = inactive; . = no result given.

molecule	TDP2 inh	PLCg1 inh	ADAM10 inh	ARFGAP1 inhibitor	Tn6 DDE FP	LEDGF integ inh	ASAP1 GAP inh	KLK7 zymogen act	DDE Tn7 FP inh	ADAM17 inh
CCCNC(=O)NC(=O)CSc1nc2ccccc2n1CC(C)C	-21	0	-8	18	10	-6	-11	-0.4	2	2
O=S1(=O)CC(N2CCCCC2)CN1CCc1ccccc1 (centres undefined)	6	0	-3	-4	1	0	1	0.7	-4	-3
O=C(c1cccc(F)c1)n1ccc2ccc(-c3ccc4ccn(Cc5ccccc5)c4c3)cc21	9	-32	-35	.	3	1	.	-20	7	-10
Brc1c(CSc2nncn2-c2ccccc2)nc2ncccn12	1	-367	i	-2	10	-3	-1	10	1	-252
COc1cc(/C=C2\SC(=O)NC2=O)ccc1OCC(=O)N1CCOCC1	3	0	-11	8	1	4	-2	-0.4	1	-3
O=C(COC(=O)CCc1ccc(S(=O)(=O)N2CCOCC2)cc1)Nc1ccc(Cl)cn1	9	-2	7	5	2	-3	-4	-0.6	3	-4
O=C(Cn1cc(C(F)(F)F)ccc1=O)N1CCN(S(=O)(=O)c2ccccc2)CC1	-3	2	7	-8	7	6	0	-0.1	0	6
N#Cc1c(-c2ccccc2)ccnc1N1CCOCC1	-2	-109	-187	17	-4	-4	1	5.0	-1	-66
CCc1ccc(C2CC(c3ccccc3)Nc3nc(N)nn32)cc1 (centres undefined)	8	-45	-143	-15	-3	3	-6	-1.3	10	-42
Cc1ccc(S(=O)(=O)CCC(=O)OCc2ccc(S(=O)(=O)C(C)C)cc2)cc1	7	-1	-4	-5	6	1	3	0.2	-1	0
Nc1nc2ccccc2n1CCOc1ccc(Cl)cc1	-15	-1	12	-3	3	-3	-5	-0.2	6	-1
O=C(COc1ccc2ccccc2c1)NNC(=O)Nc1ccc(F)cc1F	5	-1	-12	-3	-1	1	4	0.7	-1	1
COc1cccc(C(=O)Oc2ccc3c(C)cc(=O)oc3c2C(C)=O)c1	-8	-17	-47	17	4	3	0	12	-7	-14
CCOC(=O)[C@]12CCCC=C1N(Cc1ccc(Cl)cc1Cl)C(=O)[C@H](CC(=O)NCC1CCCCC1)C2	-1	-2	-1	12	-1	0	-12	-0.3	7	2
COc1ccc(C(=O)Nc2ncc3c(n2)CC(C)CC3=O)cc1 (centres undefined)	-9	1	-2	5	-5	0	1	0.1	4	-2

Other records.
molecule	TDP2 inh	PLCg1 inh	ADAM10 inh	ARFGAP1 inhibitor	Tn6 DDE FP	LEDGF integ inh	ASAP1 GAP inh	KLK7 zymogen act	DDE Tn7 FP inh	ADAM17 inh
CCC(C)NC(=O)CC1Oc2ccc(Cl)cc2NC1=O (centres undefined)	2	0	-11	-9	-8	0	7	0.2	6	-3
O=C(CCc1ccccc1)N1CCN(C(=O)CCc2ccccc2)CC1	-8	0	-18	6	-8	-3	9	0.1	-5	-7
O=C(ONc1ccc(N=NC(=O)c2ccccc2O)cc1)c1ccccc1	-12	6	7	6	-10	1	0	-0.8	6	-1
Cc1cccn2c(=O)c3cc(C#N)c(=O)n(Cc4cccnc4)c3nc12	14	-78	i	-9	-3	-2	-2	5.6	2	-206
CC(OC(=O)C1CCCCC1)C(=O)Nc1cccc(Cl)c1 (centres undefined)	-15	8	-2	-4	-8	0	1	-0.3	4	-4
O=C(c1cc(COc2ccc(F)cc2Cl)on1)N1CC[C@@H]2CCCC[C@H]2C1	-3	-2	-4	2	0	0	7	0.0	3	0
COc1ccc(C(=O)N2CCOC2CNC(=O)C(=O)NCCc2ccccc2OC)cc1 (centres undefined)	0	5	-3	1	7	2	-2	-0.1	9	-3
COc1ccc(CNC(=O)CSc2ncnc3ccccc23)cc1OC	8	0	-1	5	-4	-2	1	0.4	3	-5
COc1ccc(C(=O)NC(=S)Nc2cccc(Cl)c2N2CCOCC2)cc1[N+](=O)[O-]	-3	-3	2	-17	0	-2	0	0.3	-2	-2
CC(=O)C(C)Oc1ccc(Cc2ncc(C(F)(F)F)cc2Cl)cc1 (centres undefined)	3	1	0	-9	0	-2	-5	1.1	4	-3
COc1ccc(C(=O)NN)cc1	3	-2	3	5	-1	1	6	0.1	5	1
O=C(COC(=O)C1CC(=O)N(Cc2ccco2)C1)Nc1ccc(F)cc1F (centres undefined)	3	-1	-4	0	6	2	-10	0.6	3	-4
CN(C)S(=O)(=O)c1ccc(C(=O)Oc2cc(=O)[nH]c3ccccc23)cc1	12	-2	4	6	-5	0	-3	-0.3	2	-7
Brc1cccc(C2CC(c3ccccc3)n3nnnc3N2)c1 (centres undefined)	-12	7	6	-5	-3	2	0	0.3	-2	4
COc1cccc(C(=O)NCCSc2c(C)[nH]c3ccccc23)c1OC	3	2	6	1	2	1	-7	0.0	-10	0

Further entries follow.
molecule	TDP2 inh	PLCg1 inh	ADAM10 inh	ARFGAP1 inhibitor	Tn6 DDE FP	LEDGF integ inh	ASAP1 GAP inh	KLK7 zymogen act	DDE Tn7 FP inh	ADAM17 inh
O=C(NCc1ccco1)C(C(=O)c1ccccc1)n1ccccc1=O (centres undefined)	9	-2	-9	0	0	0	-4	-0.1	3	-5
COc1ccc(-c2ccc(SCC(=O)c3cccs3)nn2)cc1OC	15	1	6	8	2	6	-5	0.2	1	8
CN1CCN(c2oc(-c3ccccc3)nc2S(=O)(=O)c2ccccc2)CC1	-5	-1	-2	2	0	2	0	0.1	2	-1
COC(=O)c1sc(Nc2ccccc2)nc1C	8	-32	-9	0	-2	3	11	0.1	0	-3
Cc1ccc(Cl)c(NC(=O)COC(=O)c2ccccc2C(=O)c2ccc(Cl)c([N+](=O)[O-])c2)c1Cl	1	0	7	1	1	-2	10	0.0	-6	0
COc1ccc(C(=O)O)cc1S(=O)(=O)Nc1cccc(C)c1	-4	1	-3	2	6	1	-7	0.0	0	0
CCOCCCN(C(=O)Cn1nnc(-c2ccc(C)o2)n1)C(C(=O)NC1CCCC1)c1ccco1 (centres undefined)	8	-4	1	3	7	-1	5	-0.1	2	-2
O=C(NCc1cccc(Cl)c1)c1ccc(-n2cncn2)c2ccoc12	2	0	-5	-4	-6	-2	1	0.2	-2	-5
COCCCNC(=O)CN(C1CCCCC1)S(=O)(=O)c1ccc(C)cc1	-6	0	-2	2	8	-4	-10	-0.5	6	0
CCOC(=O)Cc1csc(NC(=O)/C=C\c2ccccc2Cl)n1	8	-10	4	0	-6	2	8	-12	-2	0
CC(/C=N/Nc1nncc(=O)[nH]1)=C\c1ccccc1	11	0	-4	12	1	1	6	-0.1	0	-2
Cc1ccc(CSc2nnc(-c3ccccn3)n2Cc2cccs2)cc1	-7	3	11	-10	2	5	-12	0.4	7	5
O=C1CCN(S(=O)(=O)c2ccccc2)CCN1CCOCc1cccc(F)c1	-23	7	11	2	0	-1	2	0.4	-7	10*
COc1cc2c(cc1OC)CN(C(=O)/C=C/c1cccs1)CC2	2	-8	-8	-3	4	-3	3	1.0	2	-1
O=C(COC(=O)c1ccccc1F)NNC(=O)c1ccccc1	-7	-1	-2	9	4	-3	1	-0.3	0	-7

Next part
molecule	TDP2 inh	PLCg1 inh	ADAM10 inh	ARFGAP1 inhibitor	Tn6 DDE FP	LEDGF integ inh	ASAP1 GAP inh	KLK7 zymogen act	DDE Tn7 FP inh	ADAM17 inh
CCOC(=O)c1ccc(S(=O)(=O)N2CCNCC2)cc1	0	-1	-7	8	-2	-1	-6	-0.3	-3	-3
CN1CCCC1CCSc1ncccc1-c1nc2ccccc2[nH]1 (centres undefined)	-1	-18	-90	.	6	1	.	0.9	-5	-27
O=C(CCN1C(=O)C2C3CCC(C3)C2C1=O)OCC(=O)c1cccc([N+](=O)[O-])c1 (centres undefined)	3	1	4	2	3	1	-4	-0.1	6	-3
COc1ccc(Cn2c(CCC(=O)Nc3ccccc3OC)nc3cccnc32)cc1	6	4	1	5	6	2	4	0.3	-3	2
COc1ccc(N2CCN(Cc3csc(C)c3-c3ccc(C)cc3)CC2)cc1	-1	3	-3	6	-5	-3	3	-0.1	-6	2
CCN(CC)C(=O)/C(=C/c1cccc([N+](=O)[O-])c1)NC(=O)c1ccco1	1	7	-10	-5	-5	-2	-3	0.5	-3	2
O=C(CC(=O)Nc1cc(Cl)ccc1Cl)Nc1cc(Cl)ccc1Cl	-12	0	0	12	1	6	-24	0.0	4	0
Cc1c(C)n(Cc2ccccc2)c2ncnc(NCCO)c12	-6	-1	-12	0	-12	-1	4	-0.3	5	-4
O=C(CCCCCNC(=O)N1CCn2c1nc1ccccc12)N[C@@H](Cc1ccccc1)C(=O)O	3	-1	-12	4	-2	0	24	-0.3	8	-3
CCO[C@H]1OC(C(=O)N2CCN(Cc3ccc4c(c3)OCO4)CC2)=C[C@@H](c2ccc3c(c2)OCO3)[C@@H]1CCCO	-1	1	4	2	6	0	5	0.7	-2	1
C/C(=N\NC(=O)c1ccco1)c1ccc(-c2ccccc2)cc1	1	0	1	-1	12	0	1	-0.7	3	2
O=C1CSC(c2ccc([N+](=O)[O-])cc2)N1c1ccccc1 (centres undefined)	11	1	-3	-11	1	2	5	0.0	-1	1
Cc1nn(-c2ccc(F)cc2)c(C)c1CN1CCN(CCC(C)C)C(CCO)C1 (centres undefined)	-11	5	4	-3	-8	4	-11	0.7	1	-3
O=C(CSCc1ccccc1)N1CCN(Cc2ccc3c(c2)OCO3)CC1	-1	3	-4	12	2	5	4	0.3	2	-4
O=C(Nc1ccc(O)cc1)c1ccc(C(=O)c2ccccc2)o1	4	1	4	-9	9	-2	0	0.0	9	0

(further entries)
molecule	TDP2 inh	PLCg1 inh	ADAM10 inh	ARFGAP1 inhibitor	Tn6 DDE FP	LEDGF integ inh	ASAP1 GAP inh	KLK7 zymogen act	DDE Tn7 FP inh	ADAM17 inh
CCCn1nc(C(=O)NNC(=O)CSCC(=O)Nc2cc(C)on2)c2ccccc2c1=O	-13	4	7	-1	-5	6	17	0.2	6	11*
O=C(O)Cc1ccc2oc(-c3ccccn3)nc2c1	-24	5	-7	5	-2	-7	9	0.1	-2	-1
Cc1ccc(C(=O)O)cc1S(=O)(=O)Nc1ccccc1C(=O)NC1CC1	-11	-11	-20	-12	-1	9	-26	1.4	1	-3
CSc1ccccc1NC(=O)c1noc2c1CCC2	-2	1	-2	-2	0	4	12	-0.7	-8	0
CCOCCCNC(=O)c1ccc(Cn2c(=S)[nH]c3c([nH]c4ccc(OC)cc43)c2=O)cc1	1	-23	-43	10	-3	-8	19	-1.8	-3	-14
CC(C)(C#N)Cc1cc(CC(C)(C)C#N)cc(C(C)(C)C)c1	1	1	-3	-3	0	-3	11	0.3	-3	-5

High-throughput results (PubChem)
